Source: PubChem
FN deposit inh = fibronectin deposition inhibition | AH1F fibroblasts, Alexa488-fibronectin deposition fluorescence, overnight | inhibition, % at 12.6 µM | 350,000 tested, 0.086% active;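 active = mean inhibition across replicates of 30% or more, regardless of how many single replicates reach that level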;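 note: positive control wells lacked labelled fibronectin entirely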
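Assay system: AH1F fibroblasts / Quantity: 10000 cells per well / Medium: DMEM plus 2% serum, read in PBS / Reagent: labelled fibronectin 24 nM / Dosing: single dose, pinned / Times: 1 h cell attachment, overnight exposure to compound and label / Signal: fluorescence, ex 485 nm, em 525 nm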
EWS-Fli block = inhibitors of EWS/Fli oncoprotein transcriptional activity. inhibition, % at 12.6 µM. A673 NR0B1-luciferase reporter, viability-normalised. 350,000 tested, 0.67% active;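 active = mean inhibition of at least 50% after viability correction, with every replicate also passing that limit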;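 note: firefly luciferase signal divided by Alamar Blue viability fluorescence both relative to DMSO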
LGR2 antag = blocks bursicon-induced cAMP signaling via Drosophila LGR2. 380,000 tested, 0.35% active. AID 720647. inhibition, % at 9.99 µM. HEK293 LGR2, CRE-luciferase, bursicon-stimulated, 4 h;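 active = drop in luminescence signal, shown as inhibition above about 50% in the replicate tests, limit read from the data, passing the limit was not always enough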;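 note: agonist challenge used bursicon conditioned medium at about half maximal strength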
PAX8 reporter = lowers PAX8-driven luciferase in RMG-I cells; RMG-I TPO-luciferase reporter, SteadyGlo, 24 h; inhibition, % at 12.6 µM; 360,000 tested, 1.2% active; AID 652154;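 active = mean replicate inhibition at least 60% with every replicate also reaching 60%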;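 note: luciferase light reporting Pax8 driven TPO promoter activity; plate controls were median of neutral control wells for no effect and mitoxantrone controls for full effect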
Casp6 inh = caspase-6 (human) enzyme inhibition | purified caspase-6, Z-VEID-R110 cleavage fluorescence | 350,000 tested, 0.53% active | P55212 | inhibition, % at 12.5 µM;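 active = mean inhibition across replicates at least about 35%, with every replicate also reaching that limit, limit read from the data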;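 note: 0% = median of neutral control wells and 100% = no fluorescence left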
Target sequence (P55212 24-179 limits assumed): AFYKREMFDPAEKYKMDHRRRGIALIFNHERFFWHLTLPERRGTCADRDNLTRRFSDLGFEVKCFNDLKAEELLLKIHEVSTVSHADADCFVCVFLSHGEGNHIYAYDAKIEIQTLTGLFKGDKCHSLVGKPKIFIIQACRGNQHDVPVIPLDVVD
Target sequence (P55212 194-293 limits assumed): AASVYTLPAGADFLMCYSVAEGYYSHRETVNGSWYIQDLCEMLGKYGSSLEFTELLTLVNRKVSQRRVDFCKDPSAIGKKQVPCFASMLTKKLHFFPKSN
Cneo AK release = causes C. neoformans cell lysis; 360,000 tested, 0.2% active; adenylate kinase release luminescence, 4 h; normalised: neutral wells 0, clomiphene wells 100; lysis activity, % at 15 µM;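 active = mean lysis activity across replicates of at least 80%, whatever share of replicates individually reach that level; inactive = mean lysis activity below 80%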
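Assay system: C. neoformans cells. Amount: yeast cell density of 5 × 10^6 cells/mL. Technique: AK luminescence. Buffer or medium: YPD. Times: static 4 h at 37 °C with compound, 1 h detection. Dosing: single-point compound dose. Read-out: lysis from increased AK signal.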
PGC1a acetyl inh = modulators of PGC1a acetylation; U2OS PGC1a acetylation, AlphaScreen anti-acetyl-lysine; with virally co-expressed GCN5 acetyltransferase; inhibition, % at 15.6 µM; 350,000 tested, 0.17% active; AID 651687;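 active = every replicate shows inhibition of at least 40%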;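 note: 0% = neutral control wells and 100% = positive control wells; some results beyond the cut were filed as inactive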
miR-122 sensor = inhibitors of miR-122 in Huh7 cells. 340,000 tested, 0.3% active. activation (reporter increase), % at 12.5 µM. Huh7 miR-122 Renilla luciferase sensor, 48 h; neutral wells = 0, positive control = 100;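 active = mean replicate activation score at least 90 and every replicate individually at or above 90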;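 note: higher luciferase means less miR-122 activity so hits act as miR-122 inhibitors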
Numbers without * were called inactive; / = not tested or not shown; & = joins results of further samples; [ ] = another dose, or the depositor's remark.

compound	FN deposit inh	EWS-Fli block	LGR2 antag	PAX8 reporter	Casp6 inh	Cneo AK release	PGC1a acetyl inh	miR-122 sensor
Cc1ccc(Cc2c(-c3ccc(C#N)cc3)nc3c(C)cc(Br)cn23)cc1	-4	15	-7	22	-3	-1	-12	8
CCC(=O)Nc1ccc2c(c1)C(=O)N(C)C[C@H](OC)[C@@H](C)CN(CCc1ccccc1)[C@@H](C)CO2	-7	2	-4	1	1	0	2	-2[16.7 µM]
Cn1ccnc1SCC(=O)c1ccc([N+](=O)[O-])cc1	22	-9	25	13	3	/	-5	-1
CCOC(=O)c1cc(NCc2cccs2)ccc1N1CCOCC1	14	2	3	1	1	-1	-4	2
COc1ccccc1Cn1c(=S)[nH]c2ccccc2c1=O	9	-11	-3	-17	-5	0	-10	/
C[C@@H]1CN([C@H](C)CO)C(=O)c2cc(C#CC3CCCCC3)cnc2O[C@H]1CN(C)S(=O)(=O)c1cccc(F)c1	1	-8	0	27	0	41	-3	-11[16.7 µM]
Cc1cc(C)nc(N2CCC(C(=O)NCc3ccccc3)CC2)n1	-1	/	/	7	/	/	-12	4
CCN1CCSc2ccc(C(=O)Nc3ccc(NC(C)=O)cc3)cc21	1	1	-28	12	3	-1	/	-4
O=C(N/N=C/c1cc([N+](=O)[O-])ccc1O)c1cc(-c2ccccc2)nc2ccccc12	8	-1	/	7	1	/	/	/
O=C(c1ccco1)N1CCCC(c2nc3c(nnn3Cc3cccc(Cl)c3)c(=O)[nH]2)C1 (configuration not stated)	-7	8	-11	20	4	1	-7	0

Another view of four compounds above.
> Cn1ccnc1SCC(=O)c1ccc([N+](=O)[O-])cc1
- FN deposit inh = 22
- EWS-Fli block = -9
- LGR2 antag = 25
- PAX8 reporter = 13
- Casp6 inh = 3
- Cneo AK release = /
- PGC1a acetyl inh = -5
- miR-122 sensor = -1

> CCOC(=O)c1cc(NCc2cccs2)ccc1N1CCOCC1
- FN deposit inh = 14
- EWS-Fli block = 2
- LGR2 antag = 3
- PAX8 reporter = 1
- Casp6 inh = 1
- Cneo AK release = -1
- PGC1a acetyl inh = -4
- miR-122 sensor = 2

> COc1ccccc1Cn1c(=S)[nH]c2ccccc2c1=O
- FN deposit inh = 9
- EWS-Fli block = -11
- LGR2 antag = -3
- PAX8 reporter = -17
- Casp6 inh = -5
- Cneo AK release = 0
- PGC1a acetyl inh = -10
- miR-122 sensor = /

> C[C@@H]1CN([C@H](C)CO)C(=O)c2cc(C#CC3CCCCC3)cnc2O[C@H]1CN(C)S(=O)(=O)c1cccc(F)c1
- FN deposit inh = 1
- EWS-Fli block = -8
- LGR2 antag = 0
- PAX8 reporter = 27
- Casp6 inh = 0
- Cneo AK release = 41
- PGC1a acetyl inh = -3
- miR-122 sensor = -11[16.7 µM]

Remaining list, next part
compound	FN deposit inh	EWS-Fli block	LGR2 antag	PAX8 reporter	Casp6 inh	Cneo AK release	PGC1a acetyl inh	miR-122 sensor
O=C(CCCN1C(=O)/C(=C\c2ccccc2)SC1=S)N1CCOCC1	9	-12	-9	55	2	0	2	2
COc1ccc(/C=N/NC(=O)c2ccc(CN3c4cccc5cccc(c45)S3(=O)=O)cc2)cc1	5	-9	/	38	-4	0	/	/
COc1ccc(C#Cc2ccc([C@@H]3[C@@H](CO)N4CCCCN(Cc5ccccc5F)C[C@H]34)cc2)cc1	/	15	-35	30	-9	7	-39	-19[16.7 µM]
CS(=O)(=O)Nc1cccc(C2=NN(C(=O)c3ccc(F)cc3)C(c3cccs3)C2)c1 (configuration not stated)	0	0	8	-1	-1	0	-12	4
CN(C)CC1CCCCC1OC(=O)c1ccc(Br)cc1 (configuration not stated)	2	-6	-2	1	1	/	3	/
CC(=O)N1CCc2c(sc(NC(=O)Cc3ccc(C)cc3C)c2C#N)C1	-20	5	-11	6	-1	0	4	-1
c1ccc(-c2cc(-c3nc4ccccc4[nH]3)c3ccccc3n2)cc1	1	5	/	3	1	/	/	/
Cc1ccc(NC(=O)CCSc2nnc(C)o2)cc1	-1	2	-4	-14	-1	0	/	-5
Cc1ccccc1NC(=O)Cn1cnc2c(oc3nc4c(cc32)COC(C)(C)C4)c1=O	-2	15	4	20	2	/	/	/
COc1ccc2c3c([nH]c2c1)[C@H](CO)N(C(=O)Nc1ccc(F)cc1)CC31CN(C(=O)c2ccccn2)C1	-5	11	11	/	0	/	5	/
COc1cccc(C(=O)Nc2ccc3c(c2)OC[C@@H](C)N(CCc2ccccc2)C[C@@H](C)[C@@H](OC)CN(C)C3=O)c1	8	-5	1	13	0	-3	-4	/
S=C(NC1CCCC1)NC1CCCC1	/	12	-3	18	0	/	4	/
CC(C)c1nnc(NC(=O)COC(=O)/C=C/c2ccc([N+](=O)[O-])cc2)s1	-1	/	0	5	1	-6	6	1
O=C(COC(=O)c1cc(Cl)ccc1O)Nc1ccc2c(c1)OCCO2	-7	-15	-14	-3	-5	-1	-2	2
C[C@H](O)C#Cc1ccc([C@H]2[C@@H](CO)N3CCCCN(S(=O)(=O)Cc4ccccc4)C[C@H]23)cc1	/	-4	0	7	-2	-3	2	0[16.7 µM]
COc1ccc2c3c(n(C)c2c1)[C@H](CO)N(CC1CC1)CC31CCN(C(=O)Nc2c(C)noc2C)CC1	/	3	4	/	-4	/	1	/
C[C@H](NC(=O)[C@@H]1Cc2ccccc2CN1)C(=O)NC1CCCCC1	6	-2	9	-3	0	-1	5	-4
COc1cccc(NC(=O)N(C)C[C@@H]2OCc3cnnn3CCCC(=O)N([C@H](C)CO)C[C@@H]2C)c1	7&4	-6&-2&-1	5&-3	-11&-7	-6&0&-2	-3&52	5&0&-9	-2
Cc1ccc(S(=O)(=O)NCC[C@H]2CC[C@H](NC(=O)C3CCOCC3)[C@H](CO)O2)cc1	10	-1	8	0	3	0	1	/
COc1ccccc1NC(=O)N[C@@H]1CC[C@@H](CCNC(=O)Cc2ccccn2)O[C@@H]1CO	-6	-12	13	2	1	2	-5	/
CC(=O)c1sc(NC(=O)c2cc3c(C)nn(-c4ccccc4)c3s2)nc1C	10	/	/	-9	/	/	5	-4
CCCC#Cc1cnc2c(c1)C(=O)N([C@H](C)CO)C[C@@H](C)[C@H](CN(C)C(=O)c1ccc3c(c1)OCO3)O2	1	2	1	/	1	-3	7	-4[16.7 µM]
COc1ccc(NC(=S)N(Cc2cccnc2)Cc2cc3cc(OC)c(OC)cc3[nH]c2=O)cc1	-4	11	/	4	4	/	/	/
O=C(Nc1cccc(S(=O)(=O)NCc2ccco2)c1)c1cc(-c2ccc(F)cc2)nc2ccccc12	-9	-8	9	10	3	-2	-21	9
CCCCN1CC[C@@H]2C=CC[C@H](C(=O)OC)[C@@H]2C1=O	/	-4	1	-26	-2	-3	6	-3
COc1ccc(S(=O)(=O)Nc2cc3c4c(c2)CC(=O)N4CCC3)cc1C	3	17	-13	6	4	-1	-2	62
C[C@@H]1CN([C@H](C)CO)C(=O)c2cc(NC(=O)C3CC3)ccc2O[C@@H]1CN(C)S(=O)(=O)c1cn(C)cn1	/	-6	27	/	-2	2	7	4[16.7 µM]
C/C=C/c1cnc2c(c1)C(=O)N([C@H](C)CO)C[C@H](C)[C@@H](CN(C)Cc1ccc3c(c1)OCO3)O2	6	-6	-2	-15	3	-4	-11	/
C[C@@H]1CCCCO[C@@H](CN(C)CC2CCCCC2)[C@H](C)CN([C@H](C)CO)C(=O)c2cc(NC(=O)Nc3ccc(F)cc3)ccc2O1	/	31	-11	-3	4	50	1	-28[16.7 µM]
N#CC1(NC(=O)CSc2nnc(C3CC3)n2C2CC2)CCCCC1	8	-6	4	7	1	1	0	4
O=C(NCCn1ccc2ccccc21)C1CCCCC1	2	-12	-13	-7	1	1	4	-6
C[C@H]1CN([C@@H](C)CO)S(=O)(=O)c2ccc(C#CCN(C)C)cc2O[C@@H]1CN(C)Cc1ccc(F)cc1	-8	8	10	/	-4	3	-20	30[16.7 µM]
CCOc1ccc(CCNC(=O)CSc2cc(=O)n(CC)c3ccccc23)cc1OCC	/	/	-14	/	/	1	-9	9
CCOc1cc(/C=N/NC(=O)C(=O)NCc2cccnc2)ccc1O	0	-1	15	2	-1	1	/	-3
O=C(CSc1nc(-c2ccco2)cc(C(F)(F)F)n1)NCCCN1CCOCC1	/	3	-8	0	-8	/	2	/
O=C(NCc1nc2ccccc2[nH]1)C1=C[C@@H](c2csc3ccccc23)C[C@@H](OCCCCO)O1	-1	12&17	-15	15&17	-2&0	-1&39	-7&1	-2
Clc1nc(Nc2ccc(N3CCOCC3)cc2)c2ccccc2n1	-1	-3	23	6	-1	/	/	/
O=C(Nc1ccc(F)cc1)OCCOc1ccc(Br)cc1	0	-17	-2	2	1	0	/	/
CN(C)CCCNC(=O)[C@@H]1[C@@H](CO)[C@@H]2Cn3c(cccc3=O)[C@@H]2N1C(=O)Nc1ccccc1	/	-4	-9	-9	0	2	-3	3[16.7 µM]
COCC(=O)OCC(=O)c1cc(C)n(-c2ccc(Br)cc2)c1C	-6	0	3	10	-1	/	0	/
Cc1ccc(NC(=O)CN2CCN(c3ccccn3)CC2)cc1S(=O)(=O)N(C)C	-1	-4	-34	1	0	2	-1	21
CSc1sc(-c2n[nH]c(=S)n2C)c2c1C=CCC2	-3	4	0	13	-2	2	30	/
CC(=O)Nc1ccc(CN2CCC(CO)(CCOc3ccccc3)CC2)cc1	-1	1	8	-11	8	4	/	-1
CC(NC(=O)C12CC3CC(CC(O)(C3)C1)C2)c1ccccc1 (configuration not stated)	-2	-2	8	7	-4	-2	0	-4
COc1c(Cl)cc(Cl)cc1CNc1ccc(S(N)(=O)=O)cc1	-19	-3	9	11	1	/	5	4
CCCCc1c(O)nc(SCC(=O)NC(C)(C)C)n(-c2ccccc2C)c1=O	-20	/	/	/	/	-1	-3	-2
Cc1ccc(NC(=O)c2sccc2C)nc1	-1	-46	-26	/	-2	-10	/	-7
CCOC(=O)c1ccc2ncc(C(=O)OCC)c(NCCN3CCOCC3)c2c1	-11	18	1	32	-1	1	/	/
COCC(=O)N1[C@H](CN(C)C(=O)c2cccnc2)[C@@H](c2ccccc2)[C@@H]1CO	-19	5	7	-31	/	0	-8	29[16.7 µM]
O=C(Cc1ccccc1)NCC(=O)OCc1ccccc1F	/	/	-12	9	4	-1	4	-1

The listing continues:
compound	FN deposit inh	EWS-Fli block	LGR2 antag	PAX8 reporter	Casp6 inh	Cneo AK release	PGC1a acetyl inh	miR-122 sensor
COc1ccccc1N(C)C(=O)c1cc(S(=O)(=O)N2CCCC2)cn1C	-14	4	2	6	1	0	-7	-2
CCOc1ccc(NC(=O)c2ccc(N3CC4CC(C3)c3cccc(=O)n3C4)c(N)c2)cc1 (configuration not stated)	0	-1	10	2	-1	1	2	-1
COc1ccc(NC(=O)Nc2ccc3c(c2)C(=O)N([C@@H](C)CO)C[C@H](C)[C@H](CN(C)C(=O)Cc2ccccc2)OCCCC[C@H](C)O3)cc1	/	1	-3	8	-1	0	-7	-15[16.7 µM]
COC(=O)c1c(NC(=S)NNC(=O)c2ccc(Cl)s2)sc(C(=O)N(C)C)c1C	/	0	-3	3	1	0	-1	-6
Cn1nnnc1SCC(=O)N(C1CCCCC1)C1CCS(=O)(=O)C1 (configuration not stated)	/	-5	6	-15	0	/	-4	/
COCCSc1ccccc1C(=O)Nc1ccc(Cl)cc1	-6	-10	0	-22	21	/	/	/
CC(=O)N(C)C[C@@H]1Oc2ncc(/C=C/c3ccccc3)cc2C(=O)N([C@@H](C)CO)C[C@@H]1C	-2	-13	0	/	0	3	11	-7[16.7 µM]
CC(C)NC(=O)C1(C)CCN1C(=O)c1ccc(F)c(Cl)c1 (configuration not stated)	/	-4	-5	-6	1	4	14	2
COc1ccc2[nH]cc(CCNC(=O)Cn3cc(C)c(=O)[nH]c3=O)c2c1	5	-1	-5	-1	-4	-1	7	-2
